Compound activity (PubChem BioAssay)
CRFBP-R2 block: CRF-BP/CRF-R2 complex antagonism; HEK293 CRF-R2/CRF-BP, CRF-induced calcium fluorescence; inhibition, % at 11.8 µM; 350,000 compounds, 0.59% hits;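 active = inhibition of the ligand-induced calcium signal above about 50% at the single tested concentration, limit read from the data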
CHRM4 antagonist: blocks acetylcholine activation of human M4 receptor | P08173 | CHO-hM4 cells, ACh EC80, Fluo-8 calcium fluorescence | inhibition, % at 3 µM | 360,000 compounds, 0.73% hits | AID 624125;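 active = inhibition above its plate's cutoff, the mean inhibition of sample wells plus 3 SD, cut at about 27% in these data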;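 also: 0% = acetylcholine EC80 with DMSO and 100% = DMSO without agonist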
CHRM5 PAM: CHRM5 positive allosteric modulation; CHO-K1 hM5, Fluo-8 calcium, ACh EC20 PAM; 0% = ACh EC20, 100% = ACh EC100; activation, % at 3 µM; 360,000 compounds, 0.3% hits;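 active = activation above the run cutoff, the mean activation of all test compounds plus 3 SD, cut at about 18% in these data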
Target sequence (P08912 whole entry, looked up): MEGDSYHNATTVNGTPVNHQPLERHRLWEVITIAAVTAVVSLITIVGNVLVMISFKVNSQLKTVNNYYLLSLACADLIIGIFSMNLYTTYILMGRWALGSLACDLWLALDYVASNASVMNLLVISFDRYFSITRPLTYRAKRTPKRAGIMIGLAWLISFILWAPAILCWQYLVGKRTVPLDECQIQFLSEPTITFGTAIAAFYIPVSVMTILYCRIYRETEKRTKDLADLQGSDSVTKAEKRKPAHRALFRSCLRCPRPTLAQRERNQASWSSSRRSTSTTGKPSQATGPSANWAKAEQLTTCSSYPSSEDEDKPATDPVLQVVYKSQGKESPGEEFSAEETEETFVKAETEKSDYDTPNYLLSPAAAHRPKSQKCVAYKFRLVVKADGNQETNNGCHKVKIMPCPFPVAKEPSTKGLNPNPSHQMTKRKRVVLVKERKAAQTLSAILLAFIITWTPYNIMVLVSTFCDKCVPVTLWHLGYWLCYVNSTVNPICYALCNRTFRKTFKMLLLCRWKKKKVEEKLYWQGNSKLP
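Measured by: Fluo-8 calcium fluorescence; material: human M5 receptor in CHO-K1 cells; schedule: Post-acetylcholine fluorescence recording 140 s; benchmarks: low control EC20 acetylcholine (0%), high control EC100 acetylcholine (100%); read-out: Max/basal fluorescence ratio as % of EC20–EC100 ACh window; compound: single dose, 3 µM nominal final test concentration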
CHRM1 PAM: human CHRM1 positive allosteric modulation | P11229 | activation, % at 3 µM | 360,000 compounds, 0.088% hits | CHO-K1 hM1, Fluo-8 calcium fluorescence, ACh EC20; 0% = ACh EC20, 100% = maximal ACh | AID 588819; in the data active = activation above about 19%, passing the limit was not always enough
Target sequence (P11229 whole entry, looked up): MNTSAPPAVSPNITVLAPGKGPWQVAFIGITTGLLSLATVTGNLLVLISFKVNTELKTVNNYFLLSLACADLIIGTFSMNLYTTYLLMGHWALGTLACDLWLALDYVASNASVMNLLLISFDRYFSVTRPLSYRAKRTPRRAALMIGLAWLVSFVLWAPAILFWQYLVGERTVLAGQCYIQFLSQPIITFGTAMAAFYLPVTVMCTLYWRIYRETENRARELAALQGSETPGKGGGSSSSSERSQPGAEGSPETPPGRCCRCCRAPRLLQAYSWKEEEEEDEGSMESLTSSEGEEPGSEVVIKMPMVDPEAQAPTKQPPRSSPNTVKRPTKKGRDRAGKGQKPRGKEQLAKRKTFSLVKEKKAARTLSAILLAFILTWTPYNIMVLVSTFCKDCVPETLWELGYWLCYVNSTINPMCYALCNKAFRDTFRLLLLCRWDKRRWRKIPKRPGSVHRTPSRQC
CHRM5 agonist: CHRM5 agonism in calcium assay | activation, % at 3 µM | AID 624037 | 360,000 compounds, 0.19% hits | P08912 | CHO-K1 hM5 cells, Fluo-8 calcium fluorescence; 0% DMSO wells, 100% maximal acetylcholine response;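 active = activation above the run's mean over test compounds plus 3 SD, cut at about 23% in these data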;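 also: signal is peak over basal fluorescence ratio across the kinetic read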
M5 antag: CHRM5 antagonism in calcium assay; P08912; CHO-hM5 cells, Fluo-8 calcium fluorescence, ACh EC80; inhibition, % at 3 µM; 360,000 compounds, 0.59% hits; AID 624040;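 active = inhibition above a per-plate cutoff, the mean of that plate's test compounds plus 3 SD, cut at about 27% in these data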;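 also: 0% = acetylcholine EC80 with DMSO and 100% = DMSO without agonist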
CHRM4 agonist: agonists of human muscarinic M4 receptor (CHRM4) | P08173 | CHO-K1 hM4/Gqi5, Fluo-8 calcium fluorescence; vehicle 0%, full acetylcholine response 100% | activation, % at 3 µM | 360,000 compounds, 0.14% hits | AID 624127;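 active = activation above the run mean over all test wells plus 3 SD, cut at about 32% in these data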;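 also: peak over basal fluorescence ratio per well then scaled between controls; 0% = DMSO wells and 100% = acetylcholine at EC100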
CRFBP-R2 agonist: agonists of human CRF-binding protein/CRF-R2 receptor complex; 350,000 compounds, 0.46% hits; AID 588473; HEK293 CRF-R2/CRF-BP, calcium dye fluorescence (FLIPR); percent of saturating CRF peptide response; activation, % at 13.2 µM;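 active = activation of at least 50%, plus an integration ratio under a set limit after plate pattern correction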;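 also: plate controls were neutral control wells without compound for no effect and CRF at EC100 for full effect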
M4 PAM: positive allosteric modulators of human muscarinic M4 receptor | CHO-K1 hM4/Gqi5, Fluo-8 calcium fluorescence, ACh EC20; 0% = ACh EC20, 100% = maximal ACh | P08173 | activation, % at 3 µM | 360,000 compounds, 0.4% hits;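 active = activation above its plate's cutoff, the mean activation of sample wells plus 3 SD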; also: some results filed as inactive read as strong as hits
* marks the source's active call; other numbers are inactive results; / = no result given.

Keys – A = CRFBP-R2 block; B = CHRM4 antagonist; C = CHRM5 PAM; D = CHRM1 PAM; E = CHRM5 agonist; F = M5 antag; G = CHRM4 agonist; H = CRFBP-R2 agonist; I = M4 PAM
#1 CC(C)Nc1nc(NC(C)C)nc(SCCOC(=O)Nc2ccc(Cl)cc2Cl)n1
  A: 8; B: 2; C: -10; D: 1; E: -5; F: -4; G: -1; H: -0.4; I: -6

#2 NC(=O)N=Nc1c2[nH]c3ccccc3nc-2c2ccccc12
  A: 9; B: -3; C: -15; D: -3; E: 2; F: 10; G: 12; H: 0.3; I: -11

#3 CCCOc1ccc(CC(=O)NCc2ccco2)cc1OC
  A: -1; B: -5; C: 2; D: -4; E: -3; F: -6; G: 0; H: -0.4; I: 7

#4 CC(=O)Nc1ccc(C(=O)N2CCCc3ccccc32)cc1
  A: -6; B: 8; C: 4; D: 15; E: -1; F: 9; G: 1; H: 2.1; I: -6

#5 C=CCC[C@@H](Cc1ccc(F)cc1)C(=O)OC[C@@H](C)NC(=O)[C@H](CC=C)CC(=O)N(CCO)Cc1ccccc1
  A: 0; B: -1; C: -23; D: -11; E: 1; F: 12; G: 16; H: -5.6; I: -9

#6 CCC(=O)Nc1nc(C)c(Oc2ccccc2)c(=O)[nH]1
  A: -15; B: -4; C: 2; D: 5; E: 0; F: -3; G: 0; H: 3.3; I: -4

#7 O=C(N/N=C/c1ccc(O)c(O)c1)C1c2ccccc2Oc2ccccc21
  A: -3; B: 0; C: 0; D: 3; E: -2; F: 2; G: 0; H: -1.1; I: -2

#8 CCOC(=O)[C@H]1[C@H]2COc3ccc(C)cc3[C@@H]2N2C(=O)c3ccc(C)cc3NC(=O)[C@@]12C
  A: -2; B: 7; C: -3; D: -9; E: -2; F: 2; G: 0; H: -2.1; I: 5

#9 Cc1cc(C(=O)NC(C)C2CCCO2)c(C)o1 (stereo not drawn)
  A: 6; B: 3; C: -3; D: 19; E: 0; F: 13; G: 0; H: -0.3; I: 0

#10 CCN(CC)CCNC(=O)Cn1cnc2sc(C)c(S(=O)(=O)N3CCN(c4ncccn4)CC3)c2c1=O
  A: -15; B: -8; C: -1; D: 5; E: 1; F: -17; G: 1; H: 0.4; I: 9

#11 CN(C(=O)CSc1nnnn1C)C1(C#N)CCCCC1
  A: -6; B: -3; C: 7; D: 12; E: -1; F: -1; G: 1; H: 0.1; I: 6

#12 COc1cc(C(=O)Nc2cc(Cl)ccc2-n2cncn2)ccc1OC(F)F
  A: 2; B: -10; C: 7; D: 18; E: 4; F: -7; G: 3; H: -0.1; I: 20

#13 Cc1ccc(NC(=O)CN(C)C(=O)C(C)OC(=O)CNC(=O)c2ccc(Cl)c([N+](=O)[O-])c2)cc1 (stereo not drawn)
  A: -2; B: -6; C: -4; D: 8; E: -4; F: 7; G: 3; H: 0.2; I: 8

#14 CC(C)c1ccc2nc3sc(C(=O)N4CCc5ccccc5C4)c(N)c3cc2c1
  A: -32; B: 9; C: 0; D: 1; E: 2; F: 2; G: 2; H: 2.7; I: 2

#15 Cc1ccc(Cl)c(OCC(=O)Nc2ccccc2C(=O)NC2CC2)c1
  A: 2; B: -13; C: -6; D: 1; E: -4; F: 7; G: 3; H: 1.6; I: 1

#16 O=C(O)c1ccc(N2CCCCC2)cc1O
  A: 33; B: 4; C: -5; D: 1; E: -4; F: 7; G: 0; H: -0.2; I: -7

#17 O=C(Nc1ccc(OC(F)(F)F)cc1)c1ccc2nc[nH]c2c1
  A: -1; B: 9; C: -1; D: -2; E: 0; F: 4; G: 2; H: -0.7; I: -1

#18 O=C(C[C@H]1C/C=C\CC[C@H](Cc2ccc(F)cc2)C(=O)OC[C@@H]2CCCN2C1=O)N[C@H](CO)Cc1ccccc1
  A: 3; B: -4; C: -4; D: 3; E: 2; F: 4; G: 3; H: 2.9; I: -4

#19 Cc1[nH]nc2c1C(c1ccc(Cl)cc1)C(C#N)=C(N)O2 (stereo not drawn)
  A: -15; B: -12; C: 2; D: 7; E: -5; F: -4; G: 1; H: -1.8; I: 13

#20 CCOC(=O)c1sc(C)c2c(=O)n(CCCN3CCOCC3)cnc12
  A: -11; B: -2; C: -4; D: 2; E: -2; F: 1; G: 0; H: 0.4; I: 5

#21 Cc1cc(Nc2ccccc2)n(C(=O)c2ccc(N)cc2)n1
  A: 2; B: -1; C: 1; D: 3; E: -2; F: -1; G: 5; H: 0.0; I: 14

#22 COc1ccccc1C1C([N+](=O)[O-])=CC([N+](=O)[O-])=CN1C (stereo not drawn)
  A: -12; B: 2; C: -1; D: -1; E: 0; F: 5; G: 3; H: 1.2; I: 7

#23 COC(CN(C)C(=O)C1CCCN(S(=O)(=O)c2ccc3c(c2)oc(=O)n3C)C1)OC (stereo not drawn)
  A: 7; B: 2; C: -4; D: 19; E: -7; F: 22; G: -2; H: 19; I: -6

#24 COc1ccc(-n2ccnc2SCC(=O)NC2CCCC2)c(OC)c1
  A: 2; B: -2; C: 10; D: 9; E: -6; F: -7; G: 2; H: 9.0; I: 1

#25 Cc1cc(OCC(=O)N2CCC(C(=O)O)CC2)c2c(C)c(C)c(=O)oc2c1
  A: 14; B: -15; C: -2; D: 7; E: -1; F: 6; G: 2; H: -1.3; I: -10

#26 NC(=O)CC(NC(=O)Cc1cccc2ccccc12)c1ccc(NCc2ccc(F)cc2)c([N+](=O)[O-])c1 (stereo not drawn)
  A: 3; B: 6; C: 4; D: 11; E: -2; F: 11; G: 0; H: -0.8; I: -6

#27 Cc1cnc2ncc3sccc3c2c1
  A: -2; B: -7; C: 2; D: 4; E: -1; F: -8; G: 1; H: 1.0; I: 18

#28 Cc1ccc(C(=O)NCCc2sc(C)nc2C)cc1
  A: 2; B: 3; C: -1; D: 6; E: 1; F: -1; G: 0; H: -0.2; I: 1

#29 Cc1ccc(C2=Nc3ccccc3N(C(=O)c3ccccc3)C(C)C2)cc1 (stereo not drawn)
  A: -25; B: 6; C: 0; D: 5; E: -5; F: -5; G: 0; H: 3.5; I: 3

#30 O=C(CNC(=O)c1ccccn1)N=Nc1c(O)[nH]c2ccccc12
  A: -2; B: -12; C: -7; D: -5; E: -2; F: 12; G: 4; H: -0.8; I: -5

#31 CN(CC(=O)Nc1cccc(F)c1)C(=O)c1cccc(N2C(=O)CCC2=O)c1
  A: 9; B: 9; C: 9; D: 7; E: 2; F: 1; G: 0; H: -1.3; I: -2

#32 CCN1CCN(C(=O)C2CCN(S(=O)(=O)c3ccc(SC)cc3)CC2)CC1
  A: -5; B: 8; C: -2; D: 2; E: -4; F: 6; G: 1; H: -1.1; I: -2

#33 Cc1ccc(C(C)n2cc(C(=O)NCc3ccccn3)nn2)cc1 (stereo not drawn)
  A: -24; B: 6; C: -6; D: 9; E: 3; F: 16; G: 2; H: 17; I: 6

#34 COc1ccc(S(=O)(=O)N2CCC(C(=O)Oc3cccc(C)c3)CC2)cc1OC
  A: 11; B: -3; C: 5; D: 13; E: -1; F: 0; G: 1; H: -0.1; I: 10

#35 O=C(O)c1cccc(S(=O)(=O)Nc2ccccc2-c2ccccc2)c1
  A: 0; B: -14; C: 3; D: 8; E: -2; F: -9; G: 1; H: -0.7; I: 4

#36 Cc1cc(C)c2c(N)c3cccc(C)c3nc2n1
  A: 16; B: -4; C: 5; D: 1; E: -4; F: -5; G: 1; H: 40; I: 9

#37 Cc1ccc(NC(=O)c2sc(Cl)nc2-c2ccccc2)cc1
  A: -5; B: -11; C: 9; D: 9; E: -2; F: -8; G: -2; H: 3.4; I: -3

#38 O=C(Cn1cnc2c(nnn2Cc2ccc(Cl)cc2)c1=O)N1CCCc2ccccc21
  A: -10; B: -1; C: -4; D: -12; E: 2; F: 6; G: 1; H: -0.4; I: -7

#39 COc1cccc(-n2c(C)c3c(OC)cccc(=O)c3c2C)c1
  A: 14; B: 4; C: 6; D: 11; E: 0; F: 7; G: 2; H: 6.5; I: -2

#40 Fc1cccc(C[n+]2csc3ccccc32)c1
  A: -18; B: 14; C: 14; D: 9; E: 22; F: 11; G: 2; H: -1.5; I: 1

Reprinted at random: 6 compounds from above
Keys – A = CRFBP-R2 block; B = CHRM4 antagonist; C = CHRM5 PAM; D = CHRM1 PAM; E = CHRM5 agonist; F = M5 antag; G = CHRM4 agonist; H = CRFBP-R2 agonist; I = M4 PAM
#34 COc1ccc(S(=O)(=O)N2CCC(C(=O)Oc3cccc(C)c3)CC2)cc1OC
  A: 11; B: -3; C: 5; D: 13; E: -1; F: 0; G: 1; H: -0.1; I: 10

#35 O=C(O)c1cccc(S(=O)(=O)Nc2ccccc2-c2ccccc2)c1
  A: 0; B: -14; C: 3; D: 8; E: -2; F: -9; G: 1; H: -0.7; I: 4

#32 CCN1CCN(C(=O)C2CCN(S(=O)(=O)c3ccc(SC)cc3)CC2)CC1
  A: -5; B: 8; C: -2; D: 2; E: -4; F: 6; G: 1; H: -1.1; I: -2

#33 Cc1ccc(C(C)n2cc(C(=O)NCc3ccccn3)nn2)cc1 (stereo not drawn)
  A: -24; B: 6; C: -6; D: 9; E: 3; F: 16; G: 2; H: 17; I: 6

#37 Cc1ccc(NC(=O)c2sc(Cl)nc2-c2ccccc2)cc1
  A: -5; B: -11; C: 9; D: 9; E: -2; F: -8; G: -2; H: 3.4; I: -3

#39 COc1cccc(-n2c(C)c3c(OC)cccc(=O)c3c2C)c1
  A: 14; B: 4; C: 6; D: 11; E: 0; F: 7; G: 2; H: 6.5; I: -2

New compounds follow.
Keys – A = CRFBP-R2 block; B = CHRM4 antagonist; C = CHRM5 PAM; D = CHRM1 PAM; E = CHRM5 agonist; F = M5 antag; G = CHRM4 agonist; H = CRFBP-R2 agonist; I = M4 PAM
#41 CCOC(=O)[C@]12CCC=C1N(Cc1ccc3c(c1)OCO3)C(=O)[C@H](CC(=O)NCCc1ccccc1OC)C2
  A: /; B: -7; C: -11; D: /; E: -3; F: -1; G: 1; H: /; I: -5

#42 O=C(Oc1ccccc1)c1cc2ccccc2oc1=O
  A: 5; B: -17; C: -1; D: 6; E: -1; F: 20; G: 0; H: -2.0; I: 10

#43 CC(C)(C)c1ccc(C(=O)Nc2cccc3ncccc23)cc1
  A: -14; B: 0; C: 1; D: 2; E: 3; F: -2; G: 15; H: 15; I: -9

#44 CCOC(=O)[C@]12CCCC=C1N(Cc1ccc(Cl)cc1Cl)C(=O)[C@H](CC(=O)NCc1ccc(C)o1)C2
  A: /; B: -2; C: 1; D: /; E: -1; F: -4; G: -1; H: /; I: -1

#45 CCOc1ccc(CCNC(=O)CCNC(=O)c2ccccc2Cl)cc1OCC
  A: 0; B: 1; C: -1; D: 9; E: -5; F: -4; G: 2; H: 0.3; I: -1

#46 Cc1ccc(NC(=O)CNCc2ccccc2)c(Br)c1
  A: -3; B: 4; C: -8; D: 3; E: -3; F: -2; G: 1; H: 0.1; I: -6

#47 COc1ccc(O)c(/C=C2/SC(=S)N(Cc3ccccc3)C2=O)c1
  A: -74; B: 1; C: -5; D: 4; E: 2; F: 7; G: 4; H: 74*; I: -5

#48 Cc1ccccc1C(=O)OCC(=O)N(C)c1c(N)n(Cc2ccccc2)c(=O)[nH]c1=O
  A: 1; B: -1; C: 0; D: 7; E: 0; F: 5; G: 0; H: 0.5; I: 2
